Screens (PubChem)
KDM5B inh = Primary screen for KDM5B Histone Demethylases FDH-coupled qHTS. Lysine-specific demethylase 5B (Homo sapiens), Q9UGL1. KDM5B demethylase, FDH-coupled NADH fluorescence (FDH is formaldehyde dehydrogenase). Potency, µM (highest dose often 57.7 µM), for inactives: at the top dose activity change, negative = inhibition, actives largely listed as inhibitors. actives 2.6% (n = 220,000). AID 1347165, 2019; active means well fitted inhibition curve with a large enough effect; inconclusive means small, poorly fitted or top-dose-only effect; inactive means no such curve, though single readings can be large or run the other way; further: 0% is about no effect; nearly all actives have a fitted effect of over 70% in size
Target sequence (Q9UGL1 whole entry, looked up): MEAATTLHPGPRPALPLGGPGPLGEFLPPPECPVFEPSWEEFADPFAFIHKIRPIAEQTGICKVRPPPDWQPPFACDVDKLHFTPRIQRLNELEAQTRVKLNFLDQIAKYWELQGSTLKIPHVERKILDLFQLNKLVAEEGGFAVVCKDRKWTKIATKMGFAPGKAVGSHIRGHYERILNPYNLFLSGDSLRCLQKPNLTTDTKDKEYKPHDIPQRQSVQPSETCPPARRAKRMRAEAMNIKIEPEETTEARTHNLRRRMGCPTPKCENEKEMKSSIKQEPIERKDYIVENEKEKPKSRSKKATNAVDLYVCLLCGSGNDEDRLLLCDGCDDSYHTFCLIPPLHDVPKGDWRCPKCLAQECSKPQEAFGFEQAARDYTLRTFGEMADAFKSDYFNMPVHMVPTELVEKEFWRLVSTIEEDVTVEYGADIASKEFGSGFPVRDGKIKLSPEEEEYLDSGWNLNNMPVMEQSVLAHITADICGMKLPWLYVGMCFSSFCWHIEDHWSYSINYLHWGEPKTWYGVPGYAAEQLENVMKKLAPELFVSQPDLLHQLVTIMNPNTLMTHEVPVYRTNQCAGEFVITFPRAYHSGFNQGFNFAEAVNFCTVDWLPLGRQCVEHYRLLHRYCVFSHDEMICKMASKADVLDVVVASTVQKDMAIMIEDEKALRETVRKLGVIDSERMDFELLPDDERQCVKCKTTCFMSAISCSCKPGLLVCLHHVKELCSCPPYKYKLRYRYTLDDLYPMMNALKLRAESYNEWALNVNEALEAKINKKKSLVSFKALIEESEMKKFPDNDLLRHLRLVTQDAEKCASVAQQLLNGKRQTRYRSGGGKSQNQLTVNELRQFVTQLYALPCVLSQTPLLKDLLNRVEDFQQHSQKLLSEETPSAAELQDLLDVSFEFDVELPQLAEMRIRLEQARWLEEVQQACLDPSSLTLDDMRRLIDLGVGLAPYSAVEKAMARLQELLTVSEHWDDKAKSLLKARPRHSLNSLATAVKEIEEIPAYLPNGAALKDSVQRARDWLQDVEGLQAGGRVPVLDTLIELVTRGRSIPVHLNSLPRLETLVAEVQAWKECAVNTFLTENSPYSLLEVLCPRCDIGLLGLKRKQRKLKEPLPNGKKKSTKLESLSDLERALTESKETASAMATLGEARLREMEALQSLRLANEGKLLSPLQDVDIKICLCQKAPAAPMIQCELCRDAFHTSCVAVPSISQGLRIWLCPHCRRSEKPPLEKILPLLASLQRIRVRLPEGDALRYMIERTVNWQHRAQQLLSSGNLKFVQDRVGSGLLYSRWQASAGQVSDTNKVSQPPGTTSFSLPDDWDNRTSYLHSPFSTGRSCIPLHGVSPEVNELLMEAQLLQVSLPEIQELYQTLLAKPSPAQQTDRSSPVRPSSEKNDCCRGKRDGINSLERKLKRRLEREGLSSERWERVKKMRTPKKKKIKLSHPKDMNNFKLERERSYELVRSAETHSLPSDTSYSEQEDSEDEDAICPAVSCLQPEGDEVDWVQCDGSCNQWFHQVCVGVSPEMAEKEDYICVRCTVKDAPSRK
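Coupled FDH/NAD⁺ fluorescence readout. KDM5BΔAP 200 nM final; compound titration, 10 min RT preincubation; substrate mix 12.5 µM H3K4me3, 25 µM 2-OG, 50 µM Fe(II), 100 µM ascorbate, 0.25 mM NAD⁺, 0.25 U/mL FDH; ΔRFU over 30 min.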
Active calls of the source: *; [ ] = remark or other dose. Potency means the concentration at half of the fitted maximal effect. Not all compounds are listed, so the mix of outcomes need not match the whole.

Screening O=C1NC2(CN(C(=O)c3ccccc3)C2)Oc2ccccc21 returned KDM5B inh -5.8%[86.2 µM].
CN1c2cc(C(=O)Nc3ccc(Oc4ccccc4)cc3)ccc2C(=O)N2CCCCCC21 (stereo unspecified) was read as KDM5B inh inconclusive.
`CN(CC1CCOCC1)C(=O)c1c(F)cccc1Cl` gave KDM5B inh 24.9%.
Screening COc1cc(C(=O)N2CCCN(c3cc(-c4ccc(C)c(C)c4)[nH]n3)CC2)cc(OC)c1OC returned KDM5B inh inconclusive.
For CCOC(=O)c1c(S(=O)(=O)N2CCOCC2)nn(CC)c1C the results were KDM5B inh 10.6%.
CCCN(C(=O)c1cc2c(Cl)nc3ccccc3c2s1)c1cccc(C)c1 was read as KDM5B inh inconclusive.
`O=C1C(c2ccccc2)=S=C2c3ccccc3C=CN12` gave KDM5B inh inconclusive.
CC(C)Sc1nnc(COc2ccc(Cl)cc2)n1C was read as KDM5B inh 21.8%.
CC[C@H]1CN(S(=O)(=O)c2ccc(OC)cc2)CC[C@H]1CC(=O)Nc1ccccc1 was read as KDM5B inh inconclusive.
Cc1ccc(-c2nnc(Nc3ccccc3O)c3ccccc23)cc1 was read as KDM5B inh -27.9%.
CCN1C(=O)COc2ccc(-c3nc(NC(=O)c4ccccc4)sc3C)cc21 was read as KDM5B inh inconclusive.
Screening Cc1ccc2nc(-c3ccccn3)c(Nc3ccc(F)cc3)n2c1 returned KDM5B inh inconclusive.
`COC(=O)c1sc(NC(=O)C2CCCC2)c(C(=O)OC)c1C` gave KDM5B inh 9.4%.
Screening CCn1cc(S(=O)(=O)N2CCC(Cc3nncn3C)C2)cn1 (stereo unspecified) returned KDM5B inh -29.3%.
For O=C(NCc1ccccc1F)N1C[C@@H](CN2CCCCC2)[C@@H](CO)C1 the results were KDM5B inh -5.6%.
Cc1ccc(NC(=O)C(=O)NCCc2c[nH]c3ccccc23)cc1C was read as KDM5B inh 27.8%.
For O=C(NCCNC(=O)c1ccccc1Nc1ccccc1)c1ccccc1Nc1ccccc1 the results were KDM5B inh 9.7%.
`O=C(CC[C@H]1NC(=O)c2ccccc2NC1=O)Nc1n[nH]c(Cc2ccc(F)cc2)n1` gave KDM5B inh -23.6%.
For CC(=O)N1c2ccc(S(=O)(=O)N(C)CC(=O)NCCc3ccc(Cl)cc3)cc2CC1C (stereo unspecified) the results were KDM5B inh inconclusive.
`O=C(/C=C/c1ccc(F)c(F)c1)c1cc2ccccc2o1` gave KDM5B inh -4.9%.

13 successive entries already listed:
CC(C)Sc1nnc(COc2ccc(Cl)cc2)n1C was read as KDM5B inh 21.8%.
CC[C@H]1CN(S(=O)(=O)c2ccc(OC)cc2)CC[C@H]1CC(=O)Nc1ccccc1 was read as KDM5B inh inconclusive.
Cc1ccc(-c2nnc(Nc3ccccc3O)c3ccccc23)cc1 was read as KDM5B inh -27.9%.
CCN1C(=O)COc2ccc(-c3nc(NC(=O)c4ccccc4)sc3C)cc21 was read as KDM5B inh inconclusive.
Screening Cc1ccc2nc(-c3ccccn3)c(Nc3ccc(F)cc3)n2c1 returned KDM5B inh inconclusive.
`COC(=O)c1sc(NC(=O)C2CCCC2)c(C(=O)OC)c1C` gave KDM5B inh 9.4%.
Screening CCn1cc(S(=O)(=O)N2CCC(Cc3nncn3C)C2)cn1 (stereo unspecified) returned KDM5B inh -29.3%.
For O=C(NCc1ccccc1F)N1C[C@@H](CN2CCCCC2)[C@@H](CO)C1 the results were KDM5B inh -5.6%.
Cc1ccc(NC(=O)C(=O)NCCc2c[nH]c3ccccc23)cc1C was read as KDM5B inh 27.8%.
For O=C(NCCNC(=O)c1ccccc1Nc1ccccc1)c1ccccc1Nc1ccccc1 the results were KDM5B inh 9.7%.
`O=C(CC[C@H]1NC(=O)c2ccccc2NC1=O)Nc1n[nH]c(Cc2ccc(F)cc2)n1` gave KDM5B inh -23.6%.
For CC(=O)N1c2ccc(S(=O)(=O)N(C)CC(=O)NCCc3ccc(Cl)cc3)cc2CC1C (stereo unspecified) the results were KDM5B inh inconclusive.
`O=C(/C=C/c1ccc(F)c(F)c1)c1cc2ccccc2o1` gave KDM5B inh -4.9%.

Following part:
`O=C1NCCCCCCN(Cc2ccncc2)[C@@H]2CN(S(=O)(=O)Cc3cccc(F)c3)CC[C@H]12` gave KDM5B inh -24.5%.
Screening Cc1nnnn1-c1cccc(NC(=O)NC2CCCCC2)c1 returned KDM5B inh 12.0%.
CC(=O)Nc1ccc(CNC2CCC(C(F)(F)F)CC2)cc1 (stereo unspecified) was read as KDM5B inh 25.5%.
Screening CCc1ccc(NC(=O)/C(C#N)=C/c2ccncc2)cc1 returned KDM5B inh inconclusive.
`CN1C(=O)C(c2ccccc2)CC12CCN(C(=O)C1CCCC1)CC2` (stereo unspecified) gave KDM5B inh 19.3%.
Screening CCc1ccc(C2=NN(C(=O)Cc3ccc(OC)cc3)C(O)(C(F)(F)F)C2)cc1 (stereo unspecified) returned KDM5B inh -6.1%.
`Cc1noc(C)c1CC(=O)N1CCc2ncnc(N3CCCC3)c2CC1` gave KDM5B inh 1.3%.
For NCCn1cc(C(=O)N2CCCC(c3[nH]ncc3Cc3ccccc3)C2)nn1 (stereo unspecified) the results were KDM5B inh inconclusive.
For C=Cc1ccc(CN2C(=O)N(c3cccc(Cl)c3)S(=O)(=O)c3ccccc32)cc1 the results were KDM5B inh -2.5%.
`Cc1ccc2oc(C(=O)NC3CCS(=O)(=O)C3)cc(=O)c2c1` (stereo unspecified) gave KDM5B inh -17.8%.
CC1CCN(CCCNC(=O)c2cn(C)c3ccc(S(=O)(=O)N(C)C4CCCCC4)cc3c2=O)CC1 was read as KDM5B inh 8.5%[11.5 µM].
`Cc1cccc(NC(=O)C2CCCN2S(=O)(=O)c2cccc3nsnc23)c1C` (stereo unspecified) gave KDM5B inh 11.3%.
Cc1ccc(OCC(=O)OCc2cc(=O)n3nc(C4CCCCC4)sc3n2)cc1C was read as KDM5B inh -23.8%.
For CCCc1ccc(C(=O)N2C[C@@H](CN(C)C)[C@@H](CO)C2)cc1 the results were KDM5B inh 8.4%.
`O=C(O)C(C(=O)/C=C/c1ccc(Cl)cc1)=C1SCCS1` gave KDM5B inh 11.0%.
Screening COc1ccc(/C=C/c2nnc(NC(=O)C(C)C)s2)cc1 returned KDM5B inh inconclusive.
For O=C1CCC(C(=O)N2CCc3nc(-c4cccc(F)c4)[nH]c3C2)NC(=O)N1 (stereo unspecified) the results were KDM5B inh 22.4µM*.
For O=C1N(CC2CC2)CCCC1(O)CNCc1cc(F)cc(F)c1 (stereo unspecified) the results were KDM5B inh 149.4%[activator].
`Cc1ccc(C(=O)N2CCCC3(C2)NC(=O)c2ccccc2O3)cc1` (stereo unspecified) gave KDM5B inh -2.1%.
`O=C(NCC1Cn2cccc2C(=O)N1Cc1ccccc1)C1CCCC1` (stereo unspecified) gave KDM5B inh 10.5%.
`Cn1cnc2c1c(=O)n(CC(=O)Nc1ccc3c(c1)OC1(CCCC1)O3)c(=O)n2C` gave KDM5B inh 6.6%.
O=C(Nc1ccccc1-n1cncn1)C1CCCCC1 was read as KDM5B inh -14.9%.
Cc1ccc(CNC(=O)c2ccc3c(c2)CN(Cc2scnc2C)CCO3)cc1 was read as KDM5B inh 6.6%.
`O=C(OCc1cc(=O)n2nc(C3CCCCC3)sc2n1)c1ccccc1Cl` gave KDM5B inh 19.0%.
Screening Cc1cccc(-c2noc([C@@H]3Cc4nc[nH]c4CN3Cc3ccc(C(=O)O)cc3)n2)c1 returned KDM5B inh 31.6µM*.
For CCc1noc(-c2ccn3c(CNC(=O)C(CC)c4ccccc4)nnc3c2)n1 (stereo unspecified) the results were KDM5B inh inactive.
For CN(C)C(=O)c1ccc(CNC(=O)c2nccnc2N)cc1 the results were KDM5B inh inconclusive.
`Cc1oc2cc(OC(=O)C3CC3)ccc2c(=O)c1-c1ccc(Cl)cc1` gave KDM5B inh -0.5%.
COc1ccc(OCCNC(=O)c2ccc3c(c2)NC(=O)CS3)cc1 was read as KDM5B inh -1.2%.
`CCCc1cc(=O)oc2c(C)c(OC(C)C(=O)NCCCn3ccnc3)ccc12` (stereo unspecified) gave KDM5B inh inconclusive.
Screening COc1ccc(C(=O)Nc2ccc3oc(-c4cccnc4)nc3c2)cc1 returned KDM5B inh inconclusive.
Screening CC(=O)Nc1ccc(C2(C(=O)NCCCN3CCOCC3)CCCCC2)cc1 returned KDM5B inh -14.7%.
CCN1C(=O)Cc2cc(C(=O)NCC3CCCO3)ccc21 (stereo unspecified) was read as KDM5B inh 5.7%.
`CCc1oc2ccccc2c1/C=C(/C#N)C(=O)NC1CC1` gave KDM5B inh -15.0%.
`COCCCNC(=O)c1ccc(CS(=O)(=O)c2ccccc2C)o1` gave KDM5B inh 18.7%.
CCn1cc(CN(C)C(=O)CCc2ccc3c(c2)CN(C(C)=O)CCO3)c(C)n1 was read as KDM5B inh -14.6%.
Screening CC(=O)c1cccc(NC(=O)O[C@@H]2CO[C@H]3[C@@H]2OC[C@@H]3NC(=S)NC2CCCCC2)c1 returned KDM5B inh -14.1%.
For COc1ccccc1CCC(=O)N1CCC2(CC1)NC(=O)N(c1ccccc1)N2 the results were KDM5B inh inconclusive.
`CC(=O)c1sc(Cc2cccc(Cl)c2)nc1C` gave KDM5B inh 6.4%.
For O=C(O)COCC(=O)N[C@H]1CCN2C(=O)c3cc(/C=C/c4ccccc4)ccc3NC(=O)[C@H]12 the results were KDM5B inh 31.6µM*.
For COC(=O)c1ccc(C(=O)Nc2ccc(-c3nc4cc(NC(=O)c5ccc(C(=O)OC)cc5)ccc4o3)cc2)cc1 the results were KDM5B inh inconclusive.
`N#Cc1sc(C(N)=O)c(-c2ccccc2)c1-c1ccccc1` gave KDM5B inh 25.3%.
`CCn1c(=N)c(C(=O)NCc2ccccc2)cc2c(=O)n3cc(C)ccc3nc21` gave KDM5B inh inactive.
Screening CCCc1c2c(nn1-c1cc(Cl)ccc1OC)CC(C)(C)CC2=O returned KDM5B inh 16.7%.
CC(C)c1ccccc1NC(=S)NCCCNC(C)(C)C was read as KDM5B inh 20.4%.
`CSc1ccc(CCNC(=O)CN2C(=O)c3cccnc3Oc3ccc(C)cc32)cc1` gave KDM5B inh -20.3%.
`Cc1cn2nc(C(=O)NCc3ccccc3C(F)(F)F)cc2c(N2CCSCC2)n1` gave KDM5B inh inconclusive.
CC1Oc2ccc(NC(=O)c3ccc(F)cc3F)cc2CN(CCc2ccc(F)cc2)C1=O (stereo unspecified) was read as KDM5B inh 8.6%.
`CCCC(NC(C)=O)c1nc(CC(N)=O)nn1-c1ccc(F)cc1F` (stereo unspecified) gave KDM5B inh -16.6%.
`COc1ccc(Cn2c(CCC(=O)Nc3ccc(C)cc3C)nc3cccnc32)cc1` gave KDM5B inh 9.1%.
`Cc1cc([N+](=O)[O-])nn1CCCC(=O)Nc1ccc2c(c1)OCO2` gave KDM5B inh -12.4%.
Screening COCCN1Cc2nc(Nc3ccccc3F)ccc2OCC1=O returned KDM5B inh -23.8%[86.2 µM].
`CC(=O)N=C1SC2CS(=O)(=O)CC2N1Cc1ccc(C)cc1` (stereo unspecified) gave KDM5B inh 18.5%.
Screening Cn1c(=O)c2c(ncn2CC(=O)Nc2ccc(Cl)c([N+](=O)[O-])c2)n(C)c1=O returned KDM5B inh 17.9%.
O=C(OCC(=O)c1c[nH]c2ccccc12)c1ccc(CO)cc1 was read as KDM5B inh 14.7%.
COc1cc(NC(=O)Cn2c(=O)n(Cc3ccccc3)c(=O)c3oc4ccccc4c32)cc(OC)c1 was read as KDM5B inh inactive.
For O=C(Cn1c(=O)c2c(n1Cc1ccccc1)CN(Cc1ccccc1)CC2)Nc1cccc(F)c1 the results were KDM5B inh inconclusive.
`C=CCn1cnnc1SCC(=O)c1c[nH]c2ccccc12` gave KDM5B inh 9.2%.
Screening COc1cccc([C@@H]2CN(C(=O)Cc3ccc(F)cc3)C[C@H]2C(=O)O)c1OC returned KDM5B inh -19.9%.
`CSc1ccc(CNC(=O)C2CCN(c3cc(C(F)(F)F)ncn3)CC2)cc1` gave KDM5B inh inconclusive.
CC(C)c1ccc2c(c1)-c1ccccc1S(=O)(=O)N2CC(=O)N1CCCCC1 was read as KDM5B inh -3.1%.
Screening O=C(c1cccc(F)c1)N1CCC2(CC1)CC(N(Cc1ccc(F)cc1)C1CC1)CCO2 (stereo unspecified) returned KDM5B inh 12.7%.
For CC(=O)Nc1cccc(-c2ccc3ncn(-c4cccnc4)c(=O)c3n2)c1 the results were KDM5B inh -1.2%[86.2 µM].
`CC(=O)Nc1ccc(C(=O)N2CCN(c3cccc(C=O)c3)C(=O)C2)cc1` gave KDM5B inh 7.6%[115 µM].
`COc1cc(C2c3c(-c4ccccc4O)n[nH]c3C(=O)N2Cc2ccco2)cc(OC)c1OC` (stereo unspecified) gave KDM5B inh 3.4%.
`c1cc2c(cc1OC1CN(CC3CC3)C1)OCO2` gave KDM5B inh -5.8%[149 µM].
`COc1cccc(-n2cc(CN(C)Cc3cn(-c4ccccc4)nn3)cn2)c1` gave KDM5B inh -0.4%.
CN(C(=O)Cn1c(CN2CCOCC2)nc2ccccc21)c1ccccc1 was read as KDM5B inh -5.5%.
For Cc1c(CCC(=O)NCC(=O)NCC(=O)O)c(=O)oc2cc3oc4c(c3cc12)CCCC4 the results were KDM5B inh inconclusive.
O=C(Nc1ncn[nH]1)c1ccc(Cl)c(S(=O)(=O)N2CCCCCC2)c1 was read as KDM5B inh 12.0%.
For Cc1nc(-c2ccc(F)cc2)n(Cc2ccc(F)cc2F)c(=O)c1CCO the results were KDM5B inh 1.8%.
Screening COc1ccc(-c2nnc3ccc(Nc4ccc(F)cc4)nn23)cc1 returned KDM5B inh 11.9%.
O=C(NCCn1cc(-c2cncnc2)nn1)c1ccc(F)cc1 was read as KDM5B inh -26.3%.
